KAT2A inh: blocks human GCN5L2 histone acetyltransferase. AID 504327. Q92830. Potency, µM (titrated, usually from 58.9 µM), for inactives: top-dose activity change, negative = inhibition, hits mostly inhibitors. hit rate 0.21% among 390,000. GCN5L2 HAT assay, ThioGlo1 CoA-SH fluorescence
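Titration-based screen in which CoA formation is detected via maleimide probe ThioGlo1 (50uM) turning fluorescent on thiol reaction; substrates H3(1-25) 75uM and acetyl-CoA 70uM, GCN5L2 20nM, 20 min incubation at room temperature.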
N370S GC mod: inhibitors or activators of N370S glucocerebrosidase for Gaucher disease. N370S GC spleen homogenate, 4MU-glucoside fluorescence. Potency, µM (doses to about 59.4 µM), for inactives: at the top dose activity change, negative = inhibition, most hits filed as inhibitors. hit rate 0.092% among 330,000;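 further: 0% = full enzyme activity and -100% = no enzyme basal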
FEN1 inhibitor: inhibitors of human flap endonuclease 1. P39748. Recombinant FEN1 flap cleavage, fluorescence, 15 min. Potency, µM (highest dose often 114 µM), without a hit: at the highest dose activity change, negative = inhibition, usual class: inhibitors. hit rate 0.35% among 390,000; further: nearly all actives have a fitted effect of over 65% in size
Target sequence (P39748 whole entry, looked up): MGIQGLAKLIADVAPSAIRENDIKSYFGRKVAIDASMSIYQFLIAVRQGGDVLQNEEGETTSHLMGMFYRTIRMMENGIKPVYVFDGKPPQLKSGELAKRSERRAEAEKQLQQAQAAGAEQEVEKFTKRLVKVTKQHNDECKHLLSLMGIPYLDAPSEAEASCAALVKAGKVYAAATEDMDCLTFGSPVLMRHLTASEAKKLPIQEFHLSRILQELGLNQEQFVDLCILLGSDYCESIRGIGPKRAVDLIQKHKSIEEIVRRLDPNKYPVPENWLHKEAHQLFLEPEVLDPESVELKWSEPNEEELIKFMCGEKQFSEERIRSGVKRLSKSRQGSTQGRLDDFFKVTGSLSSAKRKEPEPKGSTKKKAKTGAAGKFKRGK
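Quantitative HTS format: each compound was titrated, incubated with 10 nM nuclease for 15 min at room temperature, then challenged with flap substrate at 50 nM final. Signal change over 15 min gave concentration–effect curves.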
Starred values were filed as active, the others as inactive; u = inconclusive; x = not tested or not shown; [ ] = another dose, or the depositor's remark. The call rests on the fitted dose curve; in most records, active means well fitted curve in the direction sought with a large enough effect; inconclusive means small, poorly fitted or top-dose-only effect, or another doubt; inactive means no such curve, though single readings can be large; an effect the other way counts as inactive or inconclusive. Unless noted, on the % scale 0 is the no-effect control and ±100 the full control effect; potency means the concentration at half of the fitted maximal effect. These rows are one share of the data; rates above refer to the full screens.

N370S GC mod,KAT2A inh,FEN1 inhibitor,smiles
-5%,-5%,6%,CN(C(=O)COc1ccc(Cl)cc1Br)C1CCCCC1
-4%,2%,1%,CC(C)(C)NC(=O)COC(=O)c1ccc2c(c1)C(=O)N(Cc1ccco1)C2=O
1%,-1%,-1%,CC(C)c1ccc(NC(=S)NNc2ccc(Cl)c(C(=O)O)c2)cc1
x,-1%,-15%,CC[C@]12c3[nH]c4ccc(Cl)cc4c3CCN1C(=O)[C@@H](CC(=O)NCCN1CCOCC1)C[C@@H]2C(=O)N1CCN(C(=O)c2ccco2)CC1
x,-3%,11%,COc1ccccc1-n1cc(-c2ccc(C)cc2)nc1S(=O)(=O)CC(=O)Nc1ccccc1C(F)(F)F
7%,u,4%,C=CCn1c(-c2cccc(OC)c2)nc2nc3ccccc3nc21
6%,-2%,5%,CCOc1ccccc1NC(=O)N1CCCC1C(=O)Nc1nnc(CC)s1 (stereo unspecified)
13%,0%,16%,CCOc1ccc2nc(NC(=O)C3CCCN(S(=O)(=O)c4cccc5nonc45)C3)sc2c1 (stereo unspecified)
-12%,-1%,2%,COc1cccc(NC2=NCC(=O)N2Cc2cccs2)c1
-3%,-11%,-16%,CCCOc1ccc(CNC(=O)C2CCN(C(=O)N3CCOc4ccccc43)CC2)cc1
u,u,x,Cc1cc2nc3c(=O)[nH]c(=O)nc-3n(CC(O)C(O)C(O)CO)c2cc1C (stereo unspecified)
8%,-4%,-3%,CCC(=O)N1CCN(c2nc(-c3ccc(Cl)cc3)cs2)CC1
x,2%,-1%,COc1ccc(-c2nc3n(n2)C(c2ccc(OC)cc2)C(C(=O)Nc2cccnc2)=C(C)N3)cc1 (stereo unspecified)
x,18µM*,u,COc1cc(Cl)c(C)cc1NC(=O)CSc1ncc(S(=O)(=O)c2ccc(C(C)(C)C)cc2)c(=O)[nH]1
x,-2%,-7%,COc1ccc(N2CC(NC(=O)c3ccc(Br)o3)CC2=O)cc1 (stereo unspecified)
-1%,-3%,-6%,CCn1c(SCC(=O)N2CCOCC2)nnc1-c1ccco1
-1%,0%,9%,CCn1c(SCC(=O)NC2CCCCC2)nc2c(c1=O)SC(C)C2 (stereo unspecified)
-14%,-2%,3%,COc1ccc(/C=N/NC(=O)CC(=O)N/N=C/c2ccc(OC)cc2)cc1
21%,0%,0%,CCn1nc(NC(=O)c2ccccn2)c2cc3cccc(C)c3nc21
x,-7%,8%,O=C(COC(=O)CCc1ccccc1)NCc1ccc2c(c1)OCO2
22%,-14%,-14%,COc1ccc(Cn2c(/C=C/c3ccccc3)nc3ccccc32)cc1
5%,-7%,-13%,Cc1ccc(NC(=O)CCC(=O)NNC(=S)Nc2ccc(F)cc2F)cc1C
u,-1%,1%,COc1ccc(N(C(C)C(=O)NCc2ccco2)S(C)(=O)=O)cc1 (stereo unspecified)
-21%,-7%,-7%,CCOc1cccc(C2/C(=C(/O)c3ccc4c(c3)CC(C)O4)C(=O)C(=O)N2Cc2ccncc2)c1 (stereo unspecified)
-7%,-6%,x,COc1ccccc1-c1n[nH]c(=S)n1Cc1ccco1

The last two compounds of the part before are carried over, then new ones follow:
N370S GC mod,KAT2A inh,FEN1 inhibitor,smiles
-21%,-7%,-7%,CCOc1cccc(C2/C(=C(/O)c3ccc4c(c3)CC(C)O4)C(=O)C(=O)N2Cc2ccncc2)c1 (stereo unspecified)
-7%,-6%,x,COc1ccccc1-c1n[nH]c(=S)n1Cc1ccco1
-2%,1%,8%,CCc1ccc(S(=O)(=O)Nc2cccc(-c3ccc4nnc(C)n4n3)c2)s1
-7%,-2%,-3%,O=C(O)CNC(=O)/C(=C/c1cccc([N+](=O)[O-])c1)NC(=O)c1ccco1
0%,-7%,-6%,C/C(=N\NC(=O)c1nnn(-c2nonc2N)c1CSc1ccccc1)c1ccco1
3%,0%,-12%,O=C(OCCCN1CCCC1)C1(c2ccccc2)CCCC1
4%,1%,17%,CCc1ccccc1N(CC(=O)N1CCCCCC1)S(C)(=O)=O
16%,-1%,-8%,COc1cc(C)c(C(C)C)cc1S(=O)(=O)NCCCn1ccnc1
x,2%,-1%,Cc1cccc(N2CCN(C(=O)c3ccc4c(c3)N(Cc3cccc(Cl)c3)C(=O)c3ccccc3S4(=O)=O)CC2)c1C
4%,0%,-7%,N#Cc1c(SCC(=O)N2CCCCC2)nsc1SCC(=O)N1CCCCC1
x,-14%,-4%,COc1cccc(OCc2nc3ccccc3n2Cc2ccccc2C)c1
x,1%,89µM*,CCOc1cc(C2NC(=O)c3c(sc4c3CCN(C)C4)N2)ccc1OC(=O)c1ccccc1Cl (stereo unspecified)
-13%,-2%,7%,Oc1ccccc1CN1CCCC(N2CCN(c3cccc(C(F)(F)F)c3)CC2)C1 (stereo unspecified)
2%,-3%,x,CCCC(=O)O[C@]1(C(=O)CO)CCC2[C@@H]3CCC4=CC(=O)CC[C@]4(C)C3C(O)C[C@]21C (stereo partly specified)
x,2%,-4%,Cc1ccc2c(c1)C(c1ccc(F)cc1)N(C(=O)C(C)C)CC(=O)N2 (stereo unspecified)
x,-1%,7%,Cc1ccc(CNC(=O)C2CCN(c3nc4ccc(C)cc4[nH]3)CC2)cc1
4%,-2%,-6%,N#CCCn1c2ccccc2c2nc3ccccc3nc21
-7%,2%,3%,Cc1ccc(S(=O)(=O)N2CCN(C(=O)c3cccs3)CC2)cc1
-12%,-6%,-3%,CCOc1ccc(NC(=O)CN2CCN(CC(=O)Nc3ccc(F)c(F)c3)CC2)cc1
4%,28%,-9%,COc1ccc(-n2c(SC(CN3CCCCC3)CN3CCCC3=O)nc3ccccc3c2=O)cc1 (stereo unspecified)
3%,0%,2%,O=C(COC(=O)c1cc(Br)ccc1Cl)NC1CC1
3%,1%,-5%,COCC(C)NC(=O)c1ccccc1OC(C)=O (stereo unspecified)
11%,-9%,-24%,CC1CCCN(S(=O)(=O)c2cc(Cl)ccc2Cl)C1 (stereo unspecified)
-5%,u,-3%,COc1ccccc1N1CCN(Cc2cc(=O)c(OCC#N)co2)CC1
7%,-5%,x,Cc1cccc(CNc2ncnc3ccc(-c4cccc(C#N)c4)cc23)c1
7%,3%,15%,C=CCn1c(-c2ccccc2[N+](=O)[O-])n[nH]c1=S
30%,1%,0%,CCn1c(SCc2cccc(C(=O)O)c2)nnc1-c1ccccc1

Some of the entries so far, in CSV form:
Molecule,N370S GC mod,KAT2A inh,FEN1 inhibitor
C/C(=N\NC(=O)c1nnn(-c2nonc2N)c1CSc1ccccc1)c1ccco1,0%,-7%,-6%
O=C(OCCCN1CCCC1)C1(c2ccccc2)CCCC1,3%,0%,-12%
CCc1ccccc1N(CC(=O)N1CCCCCC1)S(C)(=O)=O,4%,1%,17%
COc1cc(C)c(C(C)C)cc1S(=O)(=O)NCCCn1ccnc1,16%,-1%,-8%
Cc1cccc(N2CCN(C(=O)c3ccc4c(c3)N(Cc3cccc(Cl)c3)C(=O)c3ccccc3S4(=O)=O)CC2)c1C,x,2%,-1%
N#Cc1c(SCC(=O)N2CCCCC2)nsc1SCC(=O)N1CCCCC1,4%,0%,-7%
COc1cccc(OCc2nc3ccccc3n2Cc2ccccc2C)c1,x,-14%,-4%
CCOc1cc(C2NC(=O)c3c(sc4c3CCN(C)C4)N2)ccc1OC(=O)c1ccccc1Cl (stereo unspecified),x,1%,89µM*
Oc1ccccc1CN1CCCC(N2CCN(c3cccc(C(F)(F)F)c3)CC2)C1 (stereo unspecified),-13%,-2%,7%
CCCC(=O)O[C@]1(C(=O)CO)CCC2[C@@H]3CCC4=CC(=O)CC[C@]4(C)C3C(O)C[C@]21C (stereo partly specified),2%,-3%,x
Cc1ccc2c(c1)C(c1ccc(F)cc1)N(C(=O)C(C)C)CC(=O)N2 (stereo unspecified),x,2%,-4%
Cc1ccc(CNC(=O)C2CCN(c3nc4ccc(C)cc4[nH]3)CC2)cc1,x,-1%,7%
N#CCCn1c2ccccc2c2nc3ccccc3nc21,4%,-2%,-6%
Cc1ccc(S(=O)(=O)N2CCN(C(=O)c3cccs3)CC2)cc1,-7%,2%,3%
CCOc1ccc(NC(=O)CN2CCN(CC(=O)Nc3ccc(F)c(F)c3)CC2)cc1,-12%,-6%,-3%
COc1ccc(-n2c(SC(CN3CCCCC3)CN3CCCC3=O)nc3ccccc3c2=O)cc1 (stereo unspecified),4%,28%,-9%
O=C(COC(=O)c1cc(Br)ccc1Cl)NC1CC1,3%,0%,2%
COCC(C)NC(=O)c1ccccc1OC(C)=O (stereo unspecified),3%,1%,-5%
CC1CCCN(S(=O)(=O)c2cc(Cl)ccc2Cl)C1 (stereo unspecified),11%,-9%,-24%
COc1ccccc1N1CCN(Cc2cc(=O)c(OCC#N)co2)CC1,-5%,u,-3%

The listing continues.
N370S GC mod,KAT2A inh,FEN1 inhibitor,smiles
-4%,-4%,u,COC(=O)c1sccc1NC(=O)Nc1cc(OC)ccc1OC
5%,-6%,5%,N#CCCN(C(=O)Nc1ccc(Cl)c(Cl)c1)c1ccccc1
-3%,-3%,0%,O=C(NCc1ccc2c(c1)OCO2)Nc1ccc(F)cc1
x,-9%,17%,O=C(Nc1cccc(S(=O)(=O)N2CCCCC2)c1)C1CC1
-17%,0%,-12%,Cc1ccc2[nH]c(C(=O)O)c(NC(=O)[C@@H]3C[C@@H]3c3ccccc3)c2c1
-4%,-3%,x,O=C(c1cc(C(F)(F)F)cc(C(F)(F)F)c1)N1CCC2(CC1)CN(c1ccncc1)C2
7%,u,6%,CC1=C(C#N)C(c2ccoc2)C(C(=O)OCc2ccccc2)=C(N)S1 (stereo unspecified)
14%,-9%,2%,CCOC(=O)c1sc(=S)n(CC)c1NC(=O)CC
x,-1%,-1%,COc1ccccc1CNC(=O)Cc1csc2nc(-c3ccccc3)cn12
15%,-6%,-4%,O=C(Nc1ccccc1C(=O)O)c1cc(S(=O)(=O)N2CCCCC2)c(Cl)cc1Cl
-14%,-2%,-1%,O=c1[nH]c2ccc(NC(=S)Nc3ccccc3)cc2[nH]1
x,0%,10%,COc1ccccc1CCNC(=O)Cc1c(C)c2cc3c(C)coc3cc2oc1=O
-4%,-2%,-6%,O=C(Cn1cc2c(n1)CCCCC2)NCc1cccs1
x,1%,-20%,COc1cc(OC)cc(C(=O)Nc2ccc3oc(-c4ccccc4C)nc3c2)c1
13%,-2%,-9%,CC(C)(C)OC(=O)NCCCC[C@H](NC(=O)c1[nH]cnc1C(=O)N[C@@H](Cc1ccccc1)C(=O)OC(C)(C)C)C(=O)OC(C)(C)C
-3%,-24%,1%,CC(Sc1nnc(-c2ccc(OC(F)F)cc2)o1)C(=O)NCC1CCCO1 (stereo unspecified)
x,-5%,-5%,O=C(NCc1cccc(Cl)c1)c1ccc(NC(=O)N2CC3CCCN3c3ccccc32)cc1 (stereo unspecified)
-6%,-4%,5%,CCOc1ccc(S(=O)(=O)NCCC(=O)N(C)Cc2ccc(C)o2)cc1
-12%,-16%,0%,CCN(C(=O)CCNC(=O)Cn1cnc2ccccc2c1=O)c1ccccc1F
3%,-1%,8%,CCC(O)(c1ccccc1)C(CN1CCOCC1)c1ccccc1 (stereo unspecified)
-10%,-4%,-18%,Oc1ccc(-c2nccc(-c3cccs3)n2)cc1
12%,-1%,0%,O=C(CSCc1ccc(Cl)cc1)N/N=C/c1c(Cl)cccc1Cl
x,-2%,-2%,COc1ccccc1N1CCN(C(=O)c2c(C)oc3ncn(CC(C)C)c(=O)c23)CC1
-8%,-29%,-21%,CCCCCCCCCCC(C)(C)C(=O)Nc1c(OC)cc(OC)cc1OC
x,-3%,-5%,COc1ccccc1NS(=O)(=O)c1cc(NC(=O)c2ccccc2[N+](=O)[O-])ccc1N1CCOCC1

Carrying on.
N370S GC mod,KAT2A inh,FEN1 inhibitor,smiles
x,-3%,20%,CCOC(=O)N1CCc2c(sc3c2c(=O)n(-c2ccc(Cl)cc2)c(=O)n3Cc2cccc(OC)c2)C1
-14%,-5%,0%,COc1ccc(C(=O)c2c[nH]c(C(=O)NCCCn3ccnc3)c2)cc1
-5%[136 µM],-1%[135 µM],x,O=C1C2CCC(C2)[C@@H]2CCCCN12 (stereo partly specified)
-5%,-9%,0%,COc1cccc2c1Oc1cc([N+](=O)[O-])cc(N(C)C(C)=O)c1C=C2
5%,-4%,2%,CCCCOC(=O)c1ccc(NC(=O)CSc2nncn2C)cc1
x,-13%,10%,CCOc1cc(-c2n[nH]c(=S)n2Cc2ccccc2)ccc1OC(F)F
-10%,-6%,-7%,CC(=O)c1sc(NC(=O)CCN2C(=O)c3ccccc3C2=O)nc1C
-20%,-3%,10%,O=C(O)C1CCCN(S(=O)(=O)c2ccccc2)C1 (stereo unspecified)
5%,-19%,5%,COc1ccccc1NC(=O)N1CCN(c2ccccn2)CC1
9%,-30%,2%,CSc1nnc2c3cc(F)ccc3n(Cc3ccccc3)c2n1
-7%,2%,3%,Cc1cc(C)nc(SCC(=O)NC2CCCCC2C)n1 (stereo unspecified)
-1%,-1%,1%,CN(C(=O)c1ccc(S(=O)(=O)N(C)C)cc1)c1ccc2ccccc2c1
x,2%,0%,CCOCCCNC(=O)C(c1ccc(C)cc1)N(Cc1cccs1)C(=O)c1ccc(NC(C)=O)cc1 (stereo unspecified)
0%,-1%,-16%,COc1ccc(C2CC3CC(c4ccccc4)N2O3)cc1 (stereo unspecified)
-5%,2%,-9%,COc1cccc(C(=O)NC(C)C(c2cccs2)N2CCOCC2)c1 (stereo unspecified)

Source: PubChem BioAssay (National Center for Advancing Translational Sciences (NCATS))
